rCAG binder = r(CAG) repeat RNA binding | inhibition, % at 3 µM | 370,000 compounds, 1.3% hits | TO-PRO-1 dye displacement fluorescence | AID 651821;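 active = inhibition above the plate cutoff, the mean of all test compounds on that plate plus 3 SD, cut at about 35% in these data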;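 also: 0% = DMSO alone and 100% = 100 µM mitoxantrone as full dye displacement; higher means more dye released from RNA so lower well fluorescence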
PRMT1 FP inh = PRMT1 (human) inhibition, primary screen | Q99873 | recombinant PRMT1, activity-based probe fluorescence polarization | inhibition, % at 2.79 µM | 370,000 compounds, 1.3% hits | AID 652257;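 active = inhibition above about 21% made by adding two undisclosed values, limit read from the data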
HTRA1 inh = HTRA1 (human) protease inhibition; recombinant HTRA1, FP-rhodamine activity-based probe, fluorescence polarization; inhibition, % at 5.96 µM; 340,000 compounds, 0.5% hits; in the data active = inhibition above about 36%;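 also: 0% = enzyme with DMSO and 100% = wells lacking enzyme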
MBD2 inh = blocks human MBD2 binding to methylated DNA. Q9UBB5. TR-FRET, MBD2 binding to methylated oligonucleotide. inhibition, % at 4.4 µM. 370,000 compounds, 0.31% hits. AID 686964; in the data active = inhibition above about 13%
GC-B act = GC-B (human) receptor activation | activation, % at 10 µM | HEK293-GC-B cells, CNP EC30, cGMP TR-FRET; 0% at EC30 CNP, 100% saturating CNP | AID 1920062 | 370,000 compounds, 0.11% hits;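 active = activation at 10 µM reaching about 35% in either raw or pattern-adjusted values, limit read from the data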
ABHD4 inh = inhibits mouse alpha/beta hydrolase domain 4 | purified mABHD4, FP-Rh probe fluorescence polarization | AID 720543 | inhibition, % at 8.92 µM | 370,000 compounds, 0.54% hits;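 active = inhibition exceeding the mean over every tested compound plus 3 SD, cut at about 30% in these data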;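 also: 0% = plate median of compound wells and 100% = S159A mutant with DMSO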
Target sequence (Q8VD66 whole entry, looked up, the tested form may be a part): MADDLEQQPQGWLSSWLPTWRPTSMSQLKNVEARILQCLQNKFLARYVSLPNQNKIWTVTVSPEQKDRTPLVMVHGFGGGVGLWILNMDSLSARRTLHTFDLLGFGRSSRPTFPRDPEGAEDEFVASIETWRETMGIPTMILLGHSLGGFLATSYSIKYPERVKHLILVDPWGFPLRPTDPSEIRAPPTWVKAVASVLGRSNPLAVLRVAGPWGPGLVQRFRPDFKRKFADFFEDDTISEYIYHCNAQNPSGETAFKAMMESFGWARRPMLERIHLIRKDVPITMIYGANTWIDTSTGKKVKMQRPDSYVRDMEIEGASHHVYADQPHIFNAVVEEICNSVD
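Test system: mouse ABHD4 enzyme, wild type. Reagent: FP-Rh fluorescent activity-based probe, added after compound pre-incubation. Timing: pre-incubation 45 min, probe exposure 60 min, at 25 °C. Technique: FP readout, ex 525 nm / em 598 nm. Benchmarks: high control S159A mutant with DMSO, low control median of compound wells.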
NPR1 activator = GC-A (human) enzyme activation; P16066; HEK293 GC-A cells, cGMP TR-FRET, EC30 ANP; 0% at EC30 ANP, 100% saturating ANP; activation, % at 10 µM; 370,000 compounds, 0.14% hits; AID 1671463; in the data active = activation above about 40%
TCR CD3 inh = inhibitors of human TCR-CD3 interaction. TAMRA-labeled TCR probe fluorescence, biochemical. inhibition, % at 9.4 µM. 360,000 compounds, 0.37% hits. AID 651800; in the data active = inhibition above about 19%;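 also: recombinant mutant TCR 2C K166C tagged with TAMRA read by polarization; 0% = receptor in buffer alone and 100% = receptor with positive control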
SIAE primary = inhibitors of human sialic acid acetylesterase SIAE; Q9HAT2; 370,000 compounds, 0.69% hits; inhibition, % at 9.66 µM; SIAE FP-Rh probe binding, fluorescence polarization;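 active = inhibition above a cutoff: mean of compounds within the control limits plus 3 SD of those, cut at about 17% in these data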;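 also: 0% = plate median of compound wells and 100% = probe without SIAE protein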
Target sequence (Q9HAT2 whole entry, looked up): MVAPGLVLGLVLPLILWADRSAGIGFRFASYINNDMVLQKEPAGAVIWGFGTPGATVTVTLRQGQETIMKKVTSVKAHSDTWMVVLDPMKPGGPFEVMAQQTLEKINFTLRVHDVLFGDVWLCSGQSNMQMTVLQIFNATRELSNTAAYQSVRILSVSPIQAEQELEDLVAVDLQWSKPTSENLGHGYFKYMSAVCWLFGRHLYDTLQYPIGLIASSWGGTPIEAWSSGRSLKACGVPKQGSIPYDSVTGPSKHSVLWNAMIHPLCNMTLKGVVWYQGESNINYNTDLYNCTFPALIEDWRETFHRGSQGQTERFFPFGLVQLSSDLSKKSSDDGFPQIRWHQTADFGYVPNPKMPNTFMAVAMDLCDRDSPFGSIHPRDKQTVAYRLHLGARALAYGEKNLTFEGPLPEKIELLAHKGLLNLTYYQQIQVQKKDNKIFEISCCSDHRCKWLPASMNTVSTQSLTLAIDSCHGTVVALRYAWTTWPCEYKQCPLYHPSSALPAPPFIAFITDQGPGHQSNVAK
UHRF1 MBD2 ctr = blocks human UHRF1 binding to methylated DNA; AID 687016; 370,000 compounds, 0.75% hits; UHRF1 binding to methylated oligo, TR-FRET; inhibition, % at 4.4 µM; in the data active = inhibition above about 21%;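 also: UHRF1 SRA domain binding a hemimethylated CpG hairpin DNA probe; 0% = median of test compound wells and 100% = reference inhibitor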
The depositor's hits bear a star; . = no result given. Only part of the results is shown; the hit share may differ from the screen's.

SMILES	rCAG binder	PRMT1 FP inh	HTRA1 inh	MBD2 inh	GC-B act	ABHD4 inh	NPR1 activator	TCR CD3 inh	SIAE primary	UHRF1 MBD2 ctr
Cc1ccc(NC(=O)c2ccc(OC(=O)c3cc4ccccc4o3)cc2)cc1	1.7	0.0	-1.2	-1.3	-1.9	1.7	-4.0	10.7	-6.7	1.0
O=C(C1CCN(S(=O)(=O)c2cc(Cl)ccc2Cl)CC1)N1CCOCC1	0.0	-2.1	1.3	0.9	-1.2	3.8	-0.8	-2.6	-4.3	-4.2
CC(C)CC1NC(=O)N(CC(=O)Nc2ccc(OCc3ccccc3)cc2)C1=O (stereo not given)	1.7	-3.4	-8.2	6.9	1.3	-7.5	6.5	-4.2	-4.5	-0.1
Cc1ccc2nc(-c3ccncc3)c(NC3CCCCC3)n2c1	-2.9	0.4	0.7	4.8	21.9	2.3	29.6	2.3	2.2	-1.6
CCN(CC(=O)NC(=O)Nc1ccccc1F)Cc1ccccc1	-8.4	7.2	-13.8	1.3	4.6	-13.5	2.0	-3.6	-3.1	5.1
COc1ccc([N+](=O)[O-])cc1NCc1cccnc1	-1.9	1.6	0.8	-1.4	-1.5	-1.6	-0.3	-0.6	3.0	-0.3
CCOC(=O)C1=CN(Cc2cccc(F)c2)S(=O)(=O)NC1c1ccccc1 (stereo not given)	3.8	-3.1	-3.0	-0.2	0.4	0.8	-4.2	-1.1	3.1	-1.5
C[C@@H]1ON(C)[C@H]2C[C@H]3c4cc(N5CCN(C)CC5)ccc4CCN3C(=O)[C@@H]12	0.9	-3.3	1.3	2.8	-1.7	-1.6	3.2	8.8	-3.2	-1.3
COc1ccc(CCN(Cc2nc3ccccc3c(=O)[nH]2)C(=O)C2CC2)cc1	-2.8	-3.8	10.0	-3.4	3.5	0.5	-8.0	2.9	-4.3	-0.4
CC(C)NC(=O)c1ccc(CN2CCc3ccccc3C2)cc1	-1.5	-0.9	9.9	1.6	1.7	1.0	2.2	-0.7	0.0	-1.1
CC(=O)c1c(O)c2ccccc2n(C(C)C)c1=O	-0.4	-2.9	5.4	-2.4	5.3	5.2	-0.7	-1.7	2.2	-0.4
CCOC(=O)/C(C#N)=C1/C=C(C)NC(c2ccccc2O)=N1	31.4	1.7	5.0	-5.1	5.0	10.7	14.1	4.3	-11.0	0.9
Cn1cc([N+](=O)[O-])c(C(=O)N2CCN(Cc3ccc4c(c3)OCO4)CC2)n1	-1.9	-3.3	5.3	4.4	4.0	0.5	-2.6	2.4	14.6	-1.9
CC(=O)c1cc(-c2cc3ccccc3o2)c(=O)n2c1CCC2	7.3	-0.1	.	-0.4	-1.0	3.7	15.2	.	-4.5	-5.0
O=C1CCCC2=C1Sc1ccccc1N2	-8.0	36.6*	.	-11.0	-3.1	4.6	-10.7	-1.5	4.6	-0.2
Clc1ccc(-c2nnc(-c3cccnc3)o2)cc1	-4.8	3.1	6.1	3.8	-5.4	3.8	-6.0	-7.6	-7.0	-5.6
OCCNCCO	-0.2	-4.3	1.3	2.8	2.2	5.7	2.4	-1.0	9.4	-0.5
CC(C)CCOP(=O)(c1ccc(N(C)C)cc1)C(O)c1ccccc1F (stereo not given)	-8.9	-5.2	-1.7	4.1	1.5	7.2	3.5	-3.2	-7.0	-0.5
CCN1CCN(C(c2cccs2)C(C)NC(=O)c2ccccc2OC)CC1 (stereo not given)	-0.4	-3.8	1.6	-2.4	-2.6	2.4	-3.8	4.6	2.5	2.2
COC(=O)Cc1c(C)c2ccc(OCC(=O)NCc3ccc4c(c3)OCO4)cc2oc1=O	-6.0	0.2	-11.1	-0.7	-1.1	-4.1	1.0	7.7	1.5	0.3
COc1ccccc1NC(=O)C1CCN(S(C)(=O)=O)CC1	-2.1	1.1	0.4	-3.8	4.8	-1.4	0.9	-10.4	-1.4	-0.6
O=C(CNC(=O)c1ccco1)NCC(=O)OCc1ccc(Cl)cc1	-3.5	0.8	4.2	0.4	-0.1	1.3	-2.1	1.4	-3.2	-2.0
CN1C(=S)SC(N(O)C(=O)Nc2ccc(Cl)c(Cl)c2)C1(C)C (stereo not given)	7.0	-0.8	-10.1	1.6	-7.6	-4.8	1.9	0.4	-9.3	-4.4
Cc1ccc(-n2c(C)cc(C(=O)COC(=O)c3ccc[nH]c3=O)c2C)cc1C	4.7	-1.0	-3.3	6.6	-4.7	-25.7	-1.6	10.7	4.0	1.9
COc1ccccc1NC(=O)COc1ccccc1	0.6	-2.1	-1.9	0.2	3.9	0.1	1.5	0.3	-3.2	-0.9

The final three entries of the part before are carried over, then new ones follow:
Compound	rCAG binder	PRMT1 FP inh	HTRA1 inh	MBD2 inh	GC-B act	ABHD4 inh	NPR1 activator	TCR CD3 inh	SIAE primary	UHRF1 MBD2 ctr
CN1C(=S)SC(N(O)C(=O)Nc2ccc(Cl)c(Cl)c2)C1(C)C (stereo not given)	7.0	-0.8	-10.1	1.6	-7.6	-4.8	1.9	0.4	-9.3	-4.4
Cc1ccc(-n2c(C)cc(C(=O)COC(=O)c3ccc[nH]c3=O)c2C)cc1C	4.7	-1.0	-3.3	6.6	-4.7	-25.7	-1.6	10.7	4.0	1.9
COc1ccccc1NC(=O)COc1ccccc1	0.6	-2.1	-1.9	0.2	3.9	0.1	1.5	0.3	-3.2	-0.9
O=C(CN1CCC(N2CCCCC2)CC1)N1CCOCC1	-0.3	-3.7	.	-3.0	4.8	15.1	-0.9	1.4	0.9	2.5
CCOC(=O)c1c(NC(=O)c2ccccc2)sc2c1CCc1ccccc1-2	-0.1	-0.9	2.8	2.5	-0.3	1.4	1.0	-2.1	0.6	-0.6
Cc1c(/C=C/C(=O)c2ccc(Cl)s2)cnn1C	2.7	-2.5	3.9	0.0	2.8	3.1	14.9	0.6	-6.3	-3.3
Cc1nn(C(C)(C)C)c(NC(=O)c2ccc(Cl)cc2)c1Br	-2.1	-2.6	.	3.2	3.1	4.2	3.9	1.1	8.6	-1.4
Cc1ccc(NC(=O)c2cccs2)cc1NC(=O)c1cccnc1	-4.2	-0.3	-7.2	4.8	-1.6	1.7	-2.1	3.9	-3.9	-1.5
COc1ccc(S(=O)(=O)N2CCOCC2)cc1NC(=O)Cc1coc2cc(C)c(C)cc12	15.2	-0.2	-19.8	-3.3	4.0	-9.4	1.1	-1.7	-2.6	-0.4
COCCn1nnnc1C(c1ccc(OC)cc1)N1CCN(C(=O)c2ccco2)CC1 (stereo not given)	-2.9	-0.9	-1.3	0.6	3.1	5.2	4.5	-1.4	7.2	-0.1
Nn1c(COc2cccc(Cl)c2)nc2ccccc2c1=O	0.1	-1.4	-5.7	-1.2	-3.0	-2.4	4.0	1.0	1.1	-5.1
Cc1ccc(C)c(OCC(=O)NCC(C)(C)N2CCOCC2)c1	-1.6	3.3	2.0	-0.1	2.0	6.2	-0.6	-7.9	-2.4	7.9
Cc1ccc(S(=O)(=O)n2cnc3ccccc32)c(C)c1	1.9	2.8	5.5	9.7	0.8	-2.4	-7.5	-7.7	4.2	8.1
COc1ccc(C2C(C#N)=C(N)Oc3c2c(C)nn3-c2ccccc2)cc1Cn1nc(C)c([N+](=O)[O-])c1C (stereo not given)	20.9	2.9	3.2	-6.3	-3.6	14.3	-2.9	-1.6	10.0	-3.8
COc1ccc(-c2ccc(C(=O)Nc3ccc(OC)nc3)c3occc23)c(C)c1	6.2	0.1	.	5.6	-1.7	-36.0	-8.1	2.6	-11.2	6.4
CC1(C)CC(=O)c2c(O)cc(O)cc2O1	0.8	4.6	4.8	-3.6	1.1	4.8	-1.8	1.5	9.2	2.7
CCCc1nc2ccccc2c(=O)n1CC(=O)c1ccc(F)cc1	-1.4	-3.2	-9.2	-2.6	1.5	-8.1	-2.0	2.5	0.3	0.6
O=C(NCCN1CCCCCC1)c1ccc(N2CCCC2=O)cc1	-1.7	-4.1	9.3	-0.7	-0.8	-4.4	-5.2	-0.6	1.4	0.7
CN1CCS/C1=C/C=C1/SC(=S)N(Cc2ccccc2)C1=O	-16.8	-54.3	2.5	-7.0	-3.4	85.6*	1.4	0.7	22.4*	-14.3
O=C(O)C1CC=CCC1C(=O)Nc1ccccc1C(=O)N1CCN(c2ccc(F)cc2)CC1 (stereo not given)	3.1	3.1	0.8	3.0	6.9	9.5	-3.7	4.9	3.6	2.7
CC(C)(C)NC(=O)Cn1c(SCC(=O)Nc2nccs2)nc2ccccc21	-1.1	2.0	7.3	5.8	-0.7	6.4	-1.6	-1.0	4.4	2.5
COc1ccc(CCC(=O)N2c3ccccc3N=C(c3ccc4c(c3)OCO4)C2C(=O)Nc2ccc(OC)cc2)cc1 (stereo not given)	13.1	-0.9	.	-1.1	3.9	-10.5	-0.5	9.7	-20.6	7.5
CCc1nn2cc(C(=O)c3cc(C)ccc3O)cnc2c1-c1ccc(F)cc1	0.8	-2.6	-2.3	-1.5	-4.2	-4.0	-0.9	4.5	2.6	-3.4

Compound	rCAG binder	PRMT1 FP inh	HTRA1 inh	MBD2 inh	GC-B act	ABHD4 inh	NPR1 activator	TCR CD3 inh	SIAE primary	UHRF1 MBD2 ctr
COc1ccc(NC(=O)c2cc(S(=O)(=O)N3CCCCC3)c[nH]2)c(OC)c1	5.1	7.3	-0.6	2.7	0.9	-2.6	-2.9	-4.3	2.9	4.3
COc1cccc(-c2nnc(SCC(=O)NCc3ccc4c(c3)OCO4)n2Cc2ccco2)c1	5.1	-0.7	-2.3	-1.7	6.5	-1.1	-2.2	9.6	-0.4	-1.5
Cc1c(C(=O)O)oc2ccc(S(=O)(=O)NCc3ccccc3)cc12	7.4	1.7	6.3	1.1	2.0	-16.5	2.5	-0.3	-9.9	1.8
CC(C)Cc1ccc(C2=CSC3=NCCN23)cc1	5.5	-0.1	8.9	-3.5	1.7	0.5	-3.4	8.9	-2.9	1.5
Cc1ccc(S(=O)(=O)N2CCCC(C(=O)NNCC(=O)Nc3cc(F)ccc3F)C2)cc1 (stereo not given)	1.3	-0.9	0.0	-0.2	-7.8	-4.3	-10.3	0.2	-0.2	2.6
CCOc1ccc(/C=N/NC(=S)NC2CC3CC2C2C=CCC32)cc1 (stereo not given)	4.4	4.5	.	5.3	4.5	-4.3	3.7	-9.8	-3.0	-1.4
N/C(=N\NS(=O)(=O)c1ccccc1C(F)(F)F)c1ccccn1	-0.6	0.0	-2.8	-0.6	1.9	2.6	1.0	-0.1	1.8	-2.0
COc1ccccc1N1CCN(C(=O)CCN2C(=O)c3cccc4cccc(c34)C2=O)CC1	-1.1	-3.7	-4.2	-2.0	2.0	-4.2	-10.7	8.0	1.6	-3.1

High-throughput results as filed in PubChem BioAssay.
